Screens: PubChem, several laboratories
MsrA inhibitor: bovine MsrA enzyme inhibitors, primary screen, biochemical, absorbance, HTS; purified bovine MsrA, absorbance read-out; Methionine sulfoxide reductase A (Bos taurus); 0.75% of 360,000 active; inhibition, % at 15.5 µM; in the data active means inhibition above about 4.5%;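 further: 0% = vehicle wells with enzyme and 100% = reference inhibitor wells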
STEP block: STEP phosphatase inhibitors, primary screen, biochemical, fluorescence intensity, uHTS; recombinant STEP, OMFP fluorogenic substrate; inhibition, % at 20 µM; 0.25% of 360,000 active;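 active means inhibition at 20 µM, scaled per plate between control wells, above about 37%, limit read from the data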;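 further: 0% = DMSO with enzyme and substrate and 100% = substrate only without enzyme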
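material = STEP tyrosine phosphatase | reagent = fluorogenic phosphatase substrate OMFP at 25 µM final | doses = single compound dose of 20 µM, 1% DMSO final | schedule = 20 min reaction, room temperature, in the dark | measured by = fluorescence, 480/540 nm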
Scp1 inh: Scp-1 phosphatase inhibitors, primary screen, biochemical, colorimetric, uHTS; Carboxy-terminal domain RNA polymerase II polypeptide A small phosphatase 1 (Homo …; inhibition, % at 20 µM; Recombinant Scp1, phosphopeptide, malachite green phosphate absorbance; 0.88% of 340,000 active;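 active means inhibition above about 50% at 20 µM, limit read from the data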;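 further: plate controls were DMSO wells with enzyme for no effect and wells lacking enzyme for full effect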
Target sequence (Q9GZU7 76-261 limits assumed): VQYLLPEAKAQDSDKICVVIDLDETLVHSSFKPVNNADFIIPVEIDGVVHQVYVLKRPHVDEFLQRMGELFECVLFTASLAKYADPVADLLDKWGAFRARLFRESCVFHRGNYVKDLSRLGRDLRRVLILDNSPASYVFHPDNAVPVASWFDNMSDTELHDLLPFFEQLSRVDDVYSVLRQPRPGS
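assay system = SCP-1 phosphatase catalytic domain, residues 76-261 | buffer or medium = 50 mM Tris acetate pH 5.5, 0.005% Tween-20, 10 mM MgCl2 | incubation = enzyme reaction 45 min at room temperature, colour 5 min, stabilisation 30 min | signal = Phosphate-binding colour reagent, absorbance read at 630 nm | measure = % inhibition at 20 µM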
DNMT1 inh: human DNMT1 methyltransferase inhibitors, primary screen, biochemical, molecular beacon, fluorescence, HinP1I cleavage, uHTS | DNA (cytosine-5)-methyltransferase 1 (Homo sapiens), P26358 | inhibition (reported as % activation of signal), % at 10 µM | 0.83% of 360,000 active; in the data active means inhibition above about 50%
SUMO1-SIM PPI: modulators of SUMO1 protein-protein interactions, primary screen, biochemical, uHTS | Small ubiquitin-related modifier 1 (Homo sapiens), P63165 | SUMO1 binding to a labelled peptide, TR-FRET, 1 h | inhibition, % at 20 µM | 0.33% of 360,000 active; in the data active means inhibition above about 37%
Target sequence (P63165 whole entry, looked up): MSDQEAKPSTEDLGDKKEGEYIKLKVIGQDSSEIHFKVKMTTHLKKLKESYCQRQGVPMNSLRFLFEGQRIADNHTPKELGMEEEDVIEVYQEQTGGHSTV
Rpn11 inh: Rpn11 (PSMD14) deubiquitinase inhibitors, primary screen, biochemical, fluorescence polarization, uHTS | 26S proteasome non-ATPase regulatory subunit 14 (Homo sapiens), O00487 | human 26S proteasome, Ub4-pepOG fluorescence polarization; 20S core pre-blocked with epoxomicin | calls only at 20 µM | 0.59% of 360,000 active;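 active means inhibition at 20 µM, scaled to each plate's controls, above about 33%, limit read from the data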
Target sequence (O00487 whole entry, looked up): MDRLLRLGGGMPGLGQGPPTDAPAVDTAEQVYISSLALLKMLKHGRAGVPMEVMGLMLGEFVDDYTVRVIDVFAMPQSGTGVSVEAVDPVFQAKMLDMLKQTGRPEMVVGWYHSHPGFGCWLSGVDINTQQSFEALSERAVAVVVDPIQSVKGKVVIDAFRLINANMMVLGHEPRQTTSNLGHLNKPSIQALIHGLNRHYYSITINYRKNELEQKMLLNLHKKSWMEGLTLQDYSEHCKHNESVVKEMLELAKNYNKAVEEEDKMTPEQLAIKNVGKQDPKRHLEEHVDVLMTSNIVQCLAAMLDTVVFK
CSN deneddyl inh: inhibitors of CSN-mediated cullin deneddylation, primary screen, biochemical, fluorescence polarization, uHTS. COP9 signalosome complex subunit 5 (Homo sapiens), Q92905. Purified CSN, SCF-Nedd8-OG deneddylation. inhibition, % at 12.5 µM. 0.38% of 360,000 active;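 active means pattern-corrected inhibition above about 35%, with an unprinted fluorescence ratio check between 0.5 and 1.5, limit read from the data, passing the limit was not always enough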;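 further: 0% = enzyme with substrate and 100% = substrate without enzyme; some results filed as inactive read as strong as hits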
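Schedule: reaction 90 min, room temperature / Assay system: HEK293T-derived human Csn5 enzyme / Input: Csn5 at 0.24 nM final / Measure: inhibition of Csn5 cleavage, % / Control set: substrate-only high control, full reaction low control / Technique: fluorescence polarization of the substrate / Buffer or medium: Tris/NaCl/DTT buffer, pH 7.5 / Reagent: SCFSkp2-Nedd8OG substrate at 10 nM final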
LMPTP inh: LMPTP phosphatase inhibitors, primary screen, biochemical, fluorescence intensity, uHTS; AID 651560, 2012; recombinant LMPTP-A, OMFP fluorogenic substrate; 0.22% of 360,000 active; inhibition, % at 20 µM; Low molecular weight phosphotyrosine protein phosphatase (Homo sapiens), P24666;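 active means compounds that cut the enzyme signal by at least half of the control window in the single-dose screen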;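 further: plate controls were DMSO wells with enzyme plus substrate for no effect and substrate without enzyme for full effect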
Target sequence (P24666 whole entry, looked up): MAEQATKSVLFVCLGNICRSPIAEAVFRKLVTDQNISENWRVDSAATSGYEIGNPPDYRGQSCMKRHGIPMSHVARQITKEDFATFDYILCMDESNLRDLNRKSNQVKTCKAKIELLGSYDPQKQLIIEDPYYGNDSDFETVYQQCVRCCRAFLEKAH
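Test system: LMPTP-A phosphatase enzyme. Amount: LMPTP-A at 0.625 nM final in the reaction. Reagent: OMFP substrate, 400 µM final. Times: 50 min at room temperature. Signal: endpoint fluorescence intensity from OMFP dephosphorylation. Read-out basis: % inhibition. Benchmarks: no-enzyme and uninhibited controls.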
TbMetRS inhib: T. brucei MetRS inhibitors, primary screen, biochemical, luminescence. methionyl-tRNA synthetase (Trypanosoma brucei brucei). 0.4% of 360,000 active. purified T. brucei MetRS, ATP depletion, Kinase-Glo luminescence. AID 624268, 2012. inhibition, % at 11.9 µM;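 active means inhibition above a per-plate cutoff of the control wells' mean inhibition plus 3 SD, cut at about 5.5% in these data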;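 further: 0% = DMSO wells median and 100% = median of wells with control inhibitor compound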
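Material: parasite MetRS enzyme / Replication: singlicate, one well per compound / Signal: luminescence of leftover ATP / Schedule: 2 h aminoacylation at 25 °C after 15 min preincubation / Medium: HEPES-MgCl2-KCl buffer plus DTT, spermine, BSA, pyrophosphatase / Doses: 11.9 µM single point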
NadD inh: inhibitors of S. aureus NadD, primary screen, biochemical, colorimetric, uHTS. Nicotinate-nucleotide adenylyltransferase NadD (Staphylococcus aureus N315). purified NadD enzyme, colorimetric absorbance read-out. inhibition, % at 20 µM. 0.78% of 360,000 active; in the data active means inhibition above about 26%; further: some compounds past the cut are filed as inactive
The depositor's hits bear a star; i = inactive; . = no result given.

SMILES	MsrA inhibitor	STEP block	Scp1 inh	DNMT1 inh	SUMO1-SIM PPI	Rpn11 inh	CSN deneddyl inh	LMPTP inh	TbMetRS inhib	NadD inh
O=C(c1ccc(Cn2c(=S)[nH]c3ccccc3c2=O)cc1)N1CCN(c2ccccn2)CC1	1.6	-1	3	-3	3	i	-3	12	0.8	9
COc1ccc([N+](=O)[O-])cc1NC(=O)Cc1c(Cl)cccc1Cl	-0.6	2	-9	0	-6	i	-4	-0.3	0.3	1
CC(C)OCCCNC(=O)Cn1nc(-c2ccccc2)ccc1=O	1.4	-1	1	-4	-3	i	0	-0.7	-0.5	3
CCc1noc(C)c1C(=O)Oc1ccc(N(C)S(=O)(=O)c2ccc(C)cc2)cc1	.	1	-17	-6	6	i	-8	5.8	-0.1	-7
COc1ccc(N=CC2CCCCC2=O)c([N+](=O)[O-])c1 (stereo not drawn)	1.5	13	1	40	-37	i	2	6.4	-0.1	0
O=C(Oc1ccc(Cl)c2cccnc12)c1ccco1	0.7	1	-4	-1	-3	i	-2	-0.9	-0.9	2
CCCCOC(=O)c1ccc(S(N)(=O)=O)o1	0.4	2	4	0	-3	i	-10	-1.1	-0.1	-6
CCC(C)C(NC(=O)C1CCC(C)CC1)C(=O)NCc1ccco1 (stereo not drawn)	-1.1	0	-1	0	0	i	1	-0.4	-0.4	1
Cc1cc(C(F)(F)F)nn1CC(=O)Nc1cccnc1	-0.8	4	6	-4	-1	i	-3	-2.8	-0.1	-3
CCOc1ccccc1CN1CCNC(=O)C1CC(=O)NC1CCCCCCC1 (stereo not drawn)	-1.3	0	-2	-2	5	i	-2	-0.5	-0.4	-4
Cc1ccc(SCc2[nH]nc3c2C2(C(=O)Nc4ccc(F)cc42)C(C#N)=C(N)O3)cc1 (stereo not drawn)	0.4	-10	-18	-11	3	i	0	1.2	-0.4	4
CCN1C(=O)c2ccccc2Sc2ccc(C(=O)NCCCN(CC(C)C)CC(C)C)cc21	-0.1	-1	-9	3	2	i	0	0.2	-0.1	-2
COc1cc(SC)ccc1C(=O)N1CCc2ccccc21	0.0	-2	-14	-1	2	i	2	1.5	-0.5	-2
CCSc1nnc(NC(=O)c2ccccc2)s1	0.8	-4	-6	2	-1	i	-11	-0.1	-0.9	-8
O=C(Cc1coc2cc3c(cc12)CCC3)NC1CCCCCCC1	-0.4	3	-6	-3	2	i	0	2.4	0.3	1
CC1CN(S(=O)(=O)c2cccc(C(=O)Nc3ccccc3N3CCOCC3)c2)CC(C)O1 (stereo not drawn)	0.6	-1	5	1	1	i	-4	-0.1	-0.3	1
Cc1nnc(SCC(=O)Nc2nccs2)n1N	1.4	-4	5	6	5	i	-3	2.1	-0.7	-2
CC(NC(=O)CN1CCOCC1)c1ccccc1 (stereo not drawn)	0.3	-2	-4	1	1	i	-1	-1.4	-0.4	-2
Cc1ccc(OS(=O)(=O)c2cn(C)c(=O)n(C)c2=O)cc1C	2.8	0	-9	1	4	i	5	-0.6	0.4	4
Cc1ccc(C)c(NC(=O)COC(=O)c2cc(=O)c3ccccc3o2)c1	.	3	-5	2	-18	i	0	0.2	-0.2	0
CC(=O)Nc1cccc(NC(=S)Nc2ccc(F)c(Cl)c2)c1	1.9	0	-7	-2	0	i	7	0.7	-0.7	-3
N#Cc1ccc(CN2CCN(CC(=O)NCCc3ccc(Cl)cc3Cl)CC2)cc1	-1.2	-1	-1	-3	-6	i	2	1.2	0.7	9
COc1ccc(S(=O)(=O)N2CCOC23CCN(S(=O)(=O)c2ccc([N+](=O)[O-])cc2)CC3)cc1	-0.2	-2	-8	2	-27	i	0	1.3	-0.2	1
O=C(C[n+]1cc(-c2ccc(Cl)cc2)n2c1CCCCC2)c1ccccc1	-1.1	1	0	-1	8	i	-1	-1.7	0.2	6
Cc1ccc(S(=O)(=O)n2nc(OC(=O)c3ccccc3C)cc2N)cc1	-0.7	0	-12	-1	-3	i	0	0.7	0.0	-13
COc1ccc(/C=c2\s/c(=C/C(=O)c3ccc(C)cc3)[nH]c2=O)c(OC)c1	0.2	-12	1	21	-19	.	-37	7.7	-1.4	28
COc1ccc2[nH]c3c(=O)n(CCCC(=O)NC4CCCCC4C)c(=S)[nH]c3c2c1 (stereo not drawn)	-0.1	0	-5	21	3	i	4	-1.2	0.6	23
COc1ccc(-c2ccc(SCC(=O)c3cccs3)nn2)cc1OC	0.3	1	1	-2	4	i	2	1.4	0.2	0
O=C(N/N=C/c1cc(Br)c(Br)o1)c1cccnc1	2.1	2	21	62*	3	i	-69	2.1	0.7	3
CSc1ncc2[nH]c(C(O)c3ccccc3)nc2n1 (stereo not drawn)	0.5	0	-5	-3	-2	i	4	-0.2	-0.3	7
Cc1ccc(N2CN(Cc3ccco3)CNC2=S)c(C)c1	-0.2	0	2	1	3	i	-4	-2.1	-0.5	-6
Cc1cc(C(=O)N/N=C/c2ccc[nH]2)n[nH]1	5.3*	0	7	0	-5	i	-4	0.9	-0.8	6
COc1ccc(C(=O)N2CCc3ccc(NC(=O)c4ccccn4)cc3C2)cc1F	0.5	0	-3	-1	-3	i	2	1.3	-0.3	6
O=C(NC1CCCC1)C1CCC(CNS(=O)(=O)c2ccc(F)cc2)CC1 (stereo not drawn)	-0.7	0	-6	1	0	i	-1	-0.5	-0.2	-5
Cn1cc(CNC(=O)C2CCC(=O)N(Cc3cccc(C(F)(F)F)c3)C2)cn1 (stereo not drawn)	-0.3	-1	0	5	2	i	6	0.4	-0.3	3
COC(=O)N/N=C/c1cc(N=Nc2ccccc2Cl)ccc1O	0.4	9	35	30	11	i	-2	6.4	-0.5	2

12 structures from above, sorted by SMILES length, rising.
SMILES	MsrA inhibitor	STEP block	Scp1 inh	DNMT1 inh	SUMO1-SIM PPI	Rpn11 inh	CSN deneddyl inh	LMPTP inh	TbMetRS inhib	NadD inh
CSc1ncc2[nH]c(C(O)c3ccccc3)nc2n1 (stereo not drawn)	0.5	0	-5	-3	-2	i	4	-0.2	-0.3	7
Cc1cc(C(=O)N/N=C/c2ccc[nH]2)n[nH]1	5.3*	0	7	0	-5	i	-4	0.9	-0.8	6
COC(=O)N/N=C/c1cc(N=Nc2ccccc2Cl)ccc1O	0.4	9	35	30	11	i	-2	6.4	-0.5	2
COc1ccc(-c2ccc(SCC(=O)c3cccs3)nn2)cc1OC	0.3	1	1	-2	4	i	2	1.4	0.2	0
Cc1ccc(S(=O)(=O)n2nc(OC(=O)c3ccccc3C)cc2N)cc1	-0.7	0	-12	-1	-3	i	0	0.7	0.0	-13
O=C(C[n+]1cc(-c2ccc(Cl)cc2)n2c1CCCCC2)c1ccccc1	-1.1	1	0	-1	8	i	-1	-1.7	0.2	6
N#Cc1ccc(CN2CCN(CC(=O)NCCc3ccc(Cl)cc3Cl)CC2)cc1	-1.2	-1	-1	-3	-6	i	2	1.2	0.7	9
COc1ccc(C(=O)N2CCc3ccc(NC(=O)c4ccccn4)cc3C2)cc1F	0.5	0	-3	-1	-3	i	2	1.3	-0.3	6
Cn1cc(CNC(=O)C2CCC(=O)N(Cc3cccc(C(F)(F)F)c3)C2)cn1 (stereo not drawn)	-0.3	-1	0	5	2	i	6	0.4	-0.3	3
COc1ccc(/C=c2\s/c(=C/C(=O)c3ccc(C)cc3)[nH]c2=O)c(OC)c1	0.2	-12	1	21	-19	.	-37	7.7	-1.4	28
COc1ccc2[nH]c3c(=O)n(CCCC(=O)NC4CCCCC4C)c(=S)[nH]c3c2c1 (stereo not drawn)	-0.1	0	-5	21	3	i	4	-1.2	0.6	23
COc1ccc(S(=O)(=O)N2CCOC23CCN(S(=O)(=O)c2ccc([N+](=O)[O-])cc2)CC3)cc1	-0.2	-2	-8	2	-27	i	0	1.3	-0.2	1

The list continues.
SMILES	MsrA inhibitor	STEP block	Scp1 inh	DNMT1 inh	SUMO1-SIM PPI	Rpn11 inh	CSN deneddyl inh	LMPTP inh	TbMetRS inhib	NadD inh
Clc1c(-c2nnc3n2CCCCC3)sc2ccccc12	-0.5	3	1	1	0	i	4	-0.8	0.4	6
N#Cc1c(Cc2cccc3ccccc23)nn(CCO)c1N	0.2	2	-5	3	0	i	-2	-2.2	0.0	1
Cc1c(Cl)cccc1NC(=O)NCc1ccc(F)cc1	-1.7	0	-1	0	1	i	0	-1.5	-0.9	-4
CC1(C)C=C(c2ccc(C=O)s2)CC(C)(C)N1	2.3	-4	-8	0	-15	i	3	-0.9	-1.0	-5
COc1ccccc1-c1cccc(-c2nc(C(=O)N3CCCCC3)cc3c2[C@@H](CCO)N(S(=O)C(C)(C)C)C3)c1 (stereo partly drawn)	-1.5	2	.	3	8	i	-1	-1.2	0.5	-4
Cc1nc2c(sc(=S)n2Cc2ccco2)c(=O)n1CC(=O)Nc1ccccc1	2.5	5	-1	5	-3	i	2	4.0	0.9	15
CC(=C/c1ccccc1)/C=N/n1c(-c2ccncc2)n[nH]c1=S	2.4	9	21	-1	-7	i	-3	0.8	-0.7	8
C=CCNC(=O)COc1c(C)ccc(C)c1C	-0.4	-3	-5	-2	0	i	1	0.7	1.4	1
